From PubChem BioAssay
Pf apPOL block = Pf-apPOL DNA polymerase inhibition; inhibition, % at 10 µM; AID 1794808; Recombinant Pf-apPOL, molecular beacon fluorescence, 1.5 h; 0.25% of 210,000 active
mHTT-CaM PPI inh = disrupts binding of mutant huntingtin to calmodulin; AlphaScreen His-mHTT/GST-CaM binding, luminescence; 3.6% of 190,000 active; inhibition, % at 15 µM; P42858; AID 1671202;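 further: 0% = both proteins with DMSO and 100% = one protein alone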
Target sequence (P42858 whole entry, looked up, stated change not applied): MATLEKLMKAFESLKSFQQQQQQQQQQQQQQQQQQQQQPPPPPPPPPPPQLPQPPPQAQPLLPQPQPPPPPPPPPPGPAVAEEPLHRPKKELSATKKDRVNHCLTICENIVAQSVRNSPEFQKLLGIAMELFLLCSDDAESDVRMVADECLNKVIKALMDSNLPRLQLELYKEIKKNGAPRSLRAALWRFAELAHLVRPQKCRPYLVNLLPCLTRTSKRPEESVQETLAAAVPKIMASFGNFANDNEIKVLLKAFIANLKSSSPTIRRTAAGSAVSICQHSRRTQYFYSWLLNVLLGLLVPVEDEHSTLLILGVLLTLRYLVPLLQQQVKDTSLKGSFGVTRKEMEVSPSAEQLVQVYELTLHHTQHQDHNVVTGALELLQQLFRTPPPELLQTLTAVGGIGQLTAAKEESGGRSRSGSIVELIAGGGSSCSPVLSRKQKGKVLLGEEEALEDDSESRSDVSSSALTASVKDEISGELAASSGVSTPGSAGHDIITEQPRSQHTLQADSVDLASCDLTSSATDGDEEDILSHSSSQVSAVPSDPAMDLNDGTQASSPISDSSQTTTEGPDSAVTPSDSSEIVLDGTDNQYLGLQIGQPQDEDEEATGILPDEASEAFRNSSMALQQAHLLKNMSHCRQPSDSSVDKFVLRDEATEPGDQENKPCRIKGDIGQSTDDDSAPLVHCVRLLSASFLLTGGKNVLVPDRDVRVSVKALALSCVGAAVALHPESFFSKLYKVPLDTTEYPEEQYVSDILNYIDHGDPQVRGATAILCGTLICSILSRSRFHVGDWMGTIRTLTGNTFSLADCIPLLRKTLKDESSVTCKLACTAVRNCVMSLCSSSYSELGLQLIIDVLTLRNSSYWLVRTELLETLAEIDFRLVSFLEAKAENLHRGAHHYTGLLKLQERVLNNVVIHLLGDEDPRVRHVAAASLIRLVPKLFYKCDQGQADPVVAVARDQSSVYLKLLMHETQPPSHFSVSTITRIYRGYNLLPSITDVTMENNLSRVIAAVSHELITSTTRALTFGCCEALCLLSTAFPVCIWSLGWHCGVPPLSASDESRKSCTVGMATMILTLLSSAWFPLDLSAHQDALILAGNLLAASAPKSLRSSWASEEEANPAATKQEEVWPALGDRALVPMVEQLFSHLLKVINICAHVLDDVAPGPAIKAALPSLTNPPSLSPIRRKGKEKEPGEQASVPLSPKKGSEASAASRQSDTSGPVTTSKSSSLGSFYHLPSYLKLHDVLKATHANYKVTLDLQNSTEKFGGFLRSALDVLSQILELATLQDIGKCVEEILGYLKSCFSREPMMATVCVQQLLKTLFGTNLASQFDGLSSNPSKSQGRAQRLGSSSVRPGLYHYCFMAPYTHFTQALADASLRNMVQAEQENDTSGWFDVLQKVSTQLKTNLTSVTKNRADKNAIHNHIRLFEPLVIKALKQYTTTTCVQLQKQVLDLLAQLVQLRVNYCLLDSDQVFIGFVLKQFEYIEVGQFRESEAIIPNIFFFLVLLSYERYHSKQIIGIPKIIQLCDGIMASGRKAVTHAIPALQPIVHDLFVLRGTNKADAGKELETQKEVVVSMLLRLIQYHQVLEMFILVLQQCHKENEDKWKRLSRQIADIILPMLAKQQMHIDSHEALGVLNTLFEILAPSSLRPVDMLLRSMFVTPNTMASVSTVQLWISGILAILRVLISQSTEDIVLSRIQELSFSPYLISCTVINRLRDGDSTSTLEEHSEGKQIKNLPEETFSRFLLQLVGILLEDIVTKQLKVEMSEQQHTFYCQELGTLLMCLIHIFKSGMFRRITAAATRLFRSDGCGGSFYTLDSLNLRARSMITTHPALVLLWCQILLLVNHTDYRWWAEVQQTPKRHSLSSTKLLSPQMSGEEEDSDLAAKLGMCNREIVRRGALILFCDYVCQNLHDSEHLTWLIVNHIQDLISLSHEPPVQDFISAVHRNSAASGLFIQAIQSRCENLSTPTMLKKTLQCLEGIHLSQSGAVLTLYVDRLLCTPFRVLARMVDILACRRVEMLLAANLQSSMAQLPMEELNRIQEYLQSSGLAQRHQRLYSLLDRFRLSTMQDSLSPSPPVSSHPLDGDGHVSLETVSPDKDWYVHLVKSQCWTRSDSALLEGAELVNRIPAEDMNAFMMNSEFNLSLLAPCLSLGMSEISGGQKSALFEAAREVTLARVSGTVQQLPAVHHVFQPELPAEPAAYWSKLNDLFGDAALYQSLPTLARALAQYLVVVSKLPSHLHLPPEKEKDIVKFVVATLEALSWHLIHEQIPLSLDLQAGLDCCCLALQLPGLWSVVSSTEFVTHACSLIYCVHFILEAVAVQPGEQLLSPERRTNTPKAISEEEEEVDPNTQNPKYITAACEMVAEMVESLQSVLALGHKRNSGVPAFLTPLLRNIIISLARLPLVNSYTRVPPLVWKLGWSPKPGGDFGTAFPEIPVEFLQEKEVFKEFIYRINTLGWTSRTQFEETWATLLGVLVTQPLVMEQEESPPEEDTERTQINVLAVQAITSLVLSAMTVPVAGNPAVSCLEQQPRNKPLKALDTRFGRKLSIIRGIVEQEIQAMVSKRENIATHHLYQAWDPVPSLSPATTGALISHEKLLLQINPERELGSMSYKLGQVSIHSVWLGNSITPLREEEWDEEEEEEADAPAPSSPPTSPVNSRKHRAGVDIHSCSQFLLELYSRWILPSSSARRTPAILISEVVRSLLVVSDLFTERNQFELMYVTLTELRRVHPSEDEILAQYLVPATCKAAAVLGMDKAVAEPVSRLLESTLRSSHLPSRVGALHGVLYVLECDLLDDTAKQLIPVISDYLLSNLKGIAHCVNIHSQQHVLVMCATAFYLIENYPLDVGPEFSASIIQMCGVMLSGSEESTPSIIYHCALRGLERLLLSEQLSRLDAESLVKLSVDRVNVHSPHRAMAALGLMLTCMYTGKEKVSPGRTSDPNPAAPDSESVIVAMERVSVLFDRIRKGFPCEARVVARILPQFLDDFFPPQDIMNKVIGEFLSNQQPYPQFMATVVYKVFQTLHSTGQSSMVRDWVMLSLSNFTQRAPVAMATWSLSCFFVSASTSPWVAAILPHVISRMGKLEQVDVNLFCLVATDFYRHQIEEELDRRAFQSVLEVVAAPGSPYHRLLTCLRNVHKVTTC
* = called active by the depositor; i = inactive; . = no result given; & = joins results of further samples. No stated cut-off is given here; in the data, active means inhibition above about 50%; inactive means the rest. These rows are one share of the data (hit frequency here may not be typical).

SMILES	Pf apPOL block	mHTT-CaM PPI inh
COc1ccc(NC(=O)c2cnn3c2NC(c2ccc(C)cc2)CC3C(F)(F)F)cc1OC (stereo not given)	0	50
CCCCOc1ccc(C(C)(C#N)CC#N)cc1 (stereo not given)	-8	-22
COC(=O)/C=C/c1cccc([C@H]2[C@@H]3C=CC[C@@H](C)[C@@H]3C(=O)N2Cc2ccccc2)c1	-3	7
CCCNC(=O)Nc1nnc2ccccn12	1	13
OC(CNC1CCCC1)COCC12CC3CC(CC(C3)C1)C2 (stereo not given)	-11	2
Cc1ccc(C(=O)c2nc3c(n2O)CCCCC3)cc1	-2	25
COc1cccc(C(=O)Nc2c(-c3cccn3C)n[nH]c2C)c1	-1	30
CCOc1ccc(-c2nnc(NC(=O)Nc3ccc(F)cc3)s2)cc1	-3	2
O=C(Nc1cccc(Cl)c1)Nc1nnc(-c2ccco2)s1	0	7
O=C(CS(=O)(=O)c1cn(Cc2ccccc2Cl)c2ccccc12)Nc1ccccc1F	1	11
CC(C)OCCCNC(=O)c1nc(-c2ccc(Cl)cc2)n2c1CCCCC2	-1	31
O=C(NC(Nc1ccccc1)C(Cl)(Cl)Cl)c1ccc([N+](=O)[O-])cc1[N+](=O)[O-] (stereo not given)	2	49
CN1CCN(c2ccc(-c3nc(-c4ccccc4)no3)cn2)CC1	-3	4
CC1CC(C)CN(S(=O)(=O)c2ccc(F)c(C(=O)Nc3ccc(C(C)C)cc3)c2)C1 (stereo not given)	-5	-5
Cc1noc(C)c1C(=O)N1CCOCC1	-3	.
COc1ccc(CCN2CC(C(=O)N3CCN(C4CCCCC4)CC3)CC2=O)cc1OC (stereo not given)	2	8
Nc1nonc1-c1noc(CN2CCOCC2)n1	.	-5
Cc1cccc(N2CCN(CN3C(=O)C4(OCCCO4)c4ccccc43)CC2C)c1 (stereo not given)	-2	35
Cc1cc(=O)[nH]c2c1c(=O)[nH]n2C1CCCCC1	.	-2
CCc1ccc(S(=O)(=O)N2CCC(c3nc(C(=O)N4CCCC4)c(C)o3)CC2)cc1	-3	26
COc1ccccc1C(=O)Nc1nc2c(s1)CN(S(=O)(=O)c1ccc(C)cc1)CC2	-2	1
NC(=O)C1CCN(c2nc(O)c(C3=c4ccccc4=NC3=O)s2)CC1	-6	9
COc1ccc(OC)c(/C=C2\C(=O)NN(c3ccc(C)c(Cl)c3)C2=O)c1	7	23
CC(=O)Nc1ccc(NC2SC(=O)NC2=O)cc1 (stereo not given)	6	-4
O=C(CSc1nc2c(c(=O)n1-c1ccccc1)SCC2)NCc1ccco1	-2	3
O=C(NCC1CCCO1)c1ccc(NC(=O)c2ccc(Br)cc2)cc1 (stereo not given)	8	-2
COc1ccc(CNC(=O)C(C)C2CCN(S(=O)(=O)c3cccs3)CC2)cc1 (stereo not given)	1	6
CN(C(=O)Cc1c[nH]c2ccccc12)C(C(=O)Nc1ccc2c(c1)OCO2)c1ccccc1 (stereo not given)	-4	88*
COc1ccccc1-c1noc(C2CCCN2C(=O)c2ccoc2)n1 (stereo not given)	-1	0
CCc1ccc(OCC(=O)Nc2ccc(N3CCOCC3)c(Cl)c2)cc1	-4	-2
CCOc1ccc(-n2c(SCC)nc3c(c2=O)SCC3)cc1	1	-3
O=C(Nc1ccccc1C(F)(F)F)C1CCN(c2cncnc2N2CCOCC2)CC1	-2	2
CN1OCC(S(=O)(=O)NCC2CCCO2)C1c1cccc(C(F)(F)F)c1 (stereo not given)	-4	-2
Cc1nc2c3c4c(sc3ncn2n1)CCC4	3	.
Cc1cc(OCC(=O)Nc2cccc(Cl)c2C)nc(N2CCCCC2)n1	-1	-3
CCc1nc(-c2nnn(-c3ccc(F)cc3)c2C)no1	-2	-11
COc1ccc(CCNC(=O)Nc2ccc(F)cc2F)cc1	16	0
COc1cccc(N2C(=O)CC(NCCc3ccc(S(N)(=O)=O)cc3)C2=O)c1 (stereo not given)	3	-2
CS(=O)(=O)N(CC(=O)Nc1ccccc1C(=O)O)c1cccc(Br)c1	-16	-1
N#Cc1cccnc1NNC(=O)Nc1ccc(OCc2ccccc2)cc1	5&-4	.
COc1ncc(C(=O)NC(C)CCc2ccccc2)cn1 (stereo not given)	0	-6
Cc1nn(C)c2c(N3CCCC(C(=O)NCc4ccc(C(F)(F)F)cc4)C3)nccc12 (stereo not given)	-1	6
Cc1ccc(S(=O)(=O)N2CCN(S(=O)(=O)c3ccc(C)cc3)C2c2ccccc2)cc1	0	-18
CCN1c2ccc(C)cc2C(=O)NC12CCN(C(=O)c1ccc3c(c1)OCO3)CC2	1	-1
CC1=C(C(=O)Nc2ccc(C)cc2)C(c2cccc([N+](=O)[O-])c2)n2nnnc2N1 (stereo not given)	-6	2
COc1ccc(N(CC(N)=O)S(C)(=O)=O)cc1OC	-4	-1
COc1ccc(Cl)cc1NC(=O)N1CCCC1c1nc(-c2ccccc2OC)no1 (stereo not given)	0	4
CC1=C(C(N)=O)C(c2ccncc2)n2nc(SCc3ccccc3Cl)nc2N1 (stereo not given)	-2	-1
O=C(NCc1cccc(F)c1)C1CCN(c2cnc3nccnc3c2)CC1	-3	-7
CC1CC(C)CN(C(=O)c2cc3cc4ccc(Cl)cc4nc3o2)C1 (stereo not given)	-3	-3
O=C(NCCN1CCCCC1)C1CCCN(c2nnc3ccccn23)C1 (stereo not given)	-9	8
COc1ccc(NS(=O)(=O)c2ccc(OCC(F)(F)F)c(C#N)c2OCC(F)(F)F)cc1	-7	.
Nc1nonc1-c1nc2ccccc2n1Cc1ccc(Cl)c(Cl)c1	-4	-18
C=CCn1cnc2c1c(=O)n(Cc1ccccc1)c(=O)n2-c1ccccc1C	2	25
COc1cc2c(cc1OC)C(COc1cccc(C(F)(F)F)c1)N(C(=O)C13CC4CC(CC(C4)C1)C3)CC2 (stereo not given)	-6	22
COc1cc(C=C2SC(=O)NC2=N)ccc1O	-1	23
Cc1nnc(-c2cccn2CC(=O)NCCc2ccc(Cl)cc2)o1	0	-6
O=C(NCc1ccc(F)cc1)c1cnn2c3c(cnc12)CCCCCC3	-3	4
COc1ccc(/C=C2N=C(/C=C/c3cccc(Cl)c3Cl)OC\2=O)cc1	3	4
COc1ccc(CNC(=O)N2CCC(n3c(-c4ccco4)nc4cccnc43)C2)cc1 (stereo not given)	-2	19
Next part
SMILES	Pf apPOL block	mHTT-CaM PPI inh
O=C1C(=O)N(c2ccccn2)C(c2cccc([N+](=O)[O-])c2)C1=C(O)c1ccccc1 (stereo not given)	-4	1
CCc1ccc(N2C(=O)C3N=NN(c4ccccc4)C3C2=O)cc1 (stereo not given)	-2	-10
Cc1ccc2nc(-c3ccc(NC(=O)c4cc(C(C)(C)C)nn4Cc4ccccc4)cc3)sc2c1	1	.
CN(CC(=O)N1CCOCC1)S(=O)(=O)c1ccc(Br)cc1	-7	1
Cc1c(C(=O)NCc2ccccn2)oc2ccc(S(=O)(=O)N3CC(C)CC(C)C3)cc12 (stereo not given)	0	9
CC1(C)CC(=O)c2sc(N)nc2C1	-16	-5&-4
Cc1ccc(NS(=O)(=O)c2ccc(F)cc2)c(C)c1	-1	-7
CNc1nc(Nc2ccccc2C)nc2ccccc12	0	-1
CC(C)c1cc(C2CCCN2C(=O)NC2CCCCC2)no1 (stereo not given)	-1	1
CS(=O)(=O)Oc1ccc2c(c1)OC(=Cc1ccc(Cl)cc1)C2=O	-4	-4
O=c1/c(=C/c2cccs2)sc2nc(-c3ccc(Br)cc3)nn12	-4	-7
Cc1ccc(S(=O)(=O)N2CCC3(CC2)CN(C)CC3c2noc(C3CC3)n2)cc1 (stereo not given)	-5	9
O=C(COc1ncccn1)N1CCOCC1	-3	-9
Cc1nc(-c2cccs2)c(CCC(=O)NCc2ccccc2F)s1	-6	-2
CN1CCN(C2CN(Cc3ccccc3)S(=O)(=O)C2)CC1 (stereo not given)	-4	-3
COc1cc(C(=O)n2c(C)nc3ccccc32)cc(OC)c1OC	-12	89*
Cc1sc2c(=O)n(C(C)C)cnc2c1C(=O)NCc1ccccc1Cl	1	4
Cc1cc(Br)ccc1OCc1nc(-c2ccc([N+](=O)[O-])cc2)no1	-9	-5
O=C(Oc1ccc2c(c1)OC(=CC=Cc1ccccc1)C2=O)c1ccco1	6	11
Cc1cccc(NC(=O)CC(C)(C)C)n1	-2	-3
CC1(O)CCN(Cc2ccc(Br)o2)CC1N1CCCC1 (stereo not given)	0	8
Cc1nc2c(C(=O)O)c[nH]n2c(=O)c1Cc1ccc(F)cc1Cl	27	-2
COc1ccccc1NC(=O)c1nnn(Cc2ccccc2)c1N	0	5
Cc1cccc(-c2nc(CN3CCCC(C(=O)NCc4ccccc4Cl)C3)c(C)o2)c1 (stereo not given)	-4	23
Cc1nn(C(=O)NC2CCCCC2)c(C)c1Cl	-2	-64
N#CN=C1CCCCCN1CC(N)=O	0	-5
CCCOC(=O)C1C2C=CC3(CN(c4ccc(OC)cc4)C(=O)C13)O2 (stereo not given)	-2	-3
Cc1ccc(CNC(=O)CN2CCc3ccccc3C2C(=O)N2CCCCC2)cc1C (stereo not given)	-3	1
CCOC(=O)C(C#N)=Cc1ccc(N(C)C)c(C#N)c1F	-6	.
CCn1nc(CNC(=O)c2cc(C)cc(C)c2)c2ccccc21	-3	-2
COc1ccccc1Nc1ccc([N+](=O)[O-])c2nonc12	-2	.
Cc1ccc(C(=O)O/N=C(\N)c2ccccn2)cc1	-6	i
CN(C)C=NC(=S)Nc1cccc(Cl)c1	-4&-4	.
CC(NC(=O)CCS(=O)(=O)Cc1ccccc1Cl)c1ccccc1 (stereo not given)	-2	2
COc1cc(CN2CCN(c3ccc([N+](=O)[O-])cc3)CC2)cc(I)c1O	-7	42
CC(C)(C)c1cc(N=Cc2ccc(O)cc2)c(C#N)s1	4	.
Cc1ccc(S(=O)(=O)N2CCCN(c3nccc(C(F)(F)F)n3)CC2)cc1	-9	.
O=C(NCc1ccncc1)C1CCCCC1	4	-2
O=C(NCCN1CCCC1)C1COC2(CCCCC2)N1C(=O)c1cccc(F)c1 (stereo not given)	-3	13
O=C1OC(c2cc([N+](=O)[O-])ccc2Cl)=N/C1=C\c1ccc(F)cc1	1	0
c1ccc(CSc2nnc(CCCCCCCCc3nnc(SCc4ccccc4)o3)o2)cc1	-1&-10	.
O=C(c1ccc(-c2ccsc2)nc1)N1CCCC1	-6	-1
O=C(NCc1nc(-c2ccccc2)no1)c1cccc(-n2cnnn2)c1	-7	-13
COC(=O)c1sc2ccccc2c1NC(=O)c1ccc([N+](=O)[O-])s1	0	7
CCN(CC)C(=O)c1ccc(CN2CCOCC2)o1	-2	-4
O=C(c1cccc(C(=O)N2CCCC2)n1)N1CCCC1	-4	-4
CCCC#CC(C)(O)CNC(Cc1ccccc1)C(=O)O (stereo not given)	-113	-2
CC(C)C(=O)N1CCC(N2CCC(C(=O)N3CCc4ccccc4C3)CC2)CC1	-8	17
CCCSc1nsc(SCCC)c1C(=O)O	2	-5
COc1ccc(N2C=C(C#N)S(=O)(=O)c3ccc(F)cc32)c(OC)c1	0	-3
O=C(Nc1cccc(F)c1)N1CCN(C(C(=O)N2CCCCC2)C2CCCC2)CC1 (stereo not given)	-2	14
O=C(CN1C(=O)C(=O)c2ccccc21)c1ccc(Cl)cc1	-10	0
O=C1C(=Cc2ccccn2)Oc2cc(O)ccc21	-3&1	2&-6
Cc1ccc(-n2nc3c(c2NC(=O)C2CC2)CS(=O)(=O)C3)cc1	-5	0
COc1cncc(C(=O)Nc2cc(F)cc(F)c2)c1	1	-17
O=C(Nc1ccc2nn(-c3cccc(Cl)c3)nc2c1)c1ccccc1	-1	2
O=C(O)CCC(=O)NCCCN1CCN(c2nccc(C(F)(F)F)n2)CC1	-6	.
O=C(c1ccc([N+](=O)[O-])cc1)c1nc2c(n1O)CCCCC2	-8	7
O=C(c1ccccc1Sc1ccc([N+](=O)[O-])cc1)N1CCCCCC1	-9	19
COc1ccc(S(=O)(=O)N2CCC(N3CCN(c4ccccc4OC)CC3)CC2)cc1	-20	4
(cont.)
SMILES	Pf apPOL block	mHTT-CaM PPI inh
O=C(Nc1ccccc1NC(=O)c1ccc(Br)o1)c1cccnc1	-6	-8
COc1ccc(NC(=O)c2ccc(Br)o2)cc1	-5	4
CC(C)C(=O)NCCc1csc(C2CCCN(C(=O)c3ccc(N(C)C)cc3)C2)n1 (stereo not given)	0	-2
CCN(C(=O)C1CCN(c2ncnc3c2nc2n3CCCCC2)CC1)c1ccccc1C	0	3

Exported with values under each structure: entries from further up.
The line under a structure holds: Pf apPOL block	mHTT-CaM PPI inh
COC(=O)c1sc2ccccc2c1NC(=O)c1ccc([N+](=O)[O-])s1
  0	7
CCN(CC)C(=O)c1ccc(CN2CCOCC2)o1
  -2	-4
O=C(c1cccc(C(=O)N2CCCC2)n1)N1CCCC1
  -4	-4
CCCC#CC(C)(O)CNC(Cc1ccccc1)C(=O)O (stereo not given)
  -113	-2
CC(C)C(=O)N1CCC(N2CCC(C(=O)N3CCc4ccccc4C3)CC2)CC1
  -8	17
CCCSc1nsc(SCCC)c1C(=O)O
  2	-5
COc1ccc(N2C=C(C#N)S(=O)(=O)c3ccc(F)cc32)c(OC)c1
  0	-3
O=C(Nc1cccc(F)c1)N1CCN(C(C(=O)N2CCCCC2)C2CCCC2)CC1 (stereo not given)
  -2	14
O=C(CN1C(=O)C(=O)c2ccccc21)c1ccc(Cl)cc1
  -10	0
O=C1C(=Cc2ccccn2)Oc2cc(O)ccc21
  -3&1	2&-6
Cc1ccc(-n2nc3c(c2NC(=O)C2CC2)CS(=O)(=O)C3)cc1
  -5	0
COc1cncc(C(=O)Nc2cc(F)cc(F)c2)c1
  1	-17
O=C(Nc1ccc2nn(-c3cccc(Cl)c3)nc2c1)c1ccccc1
  -1	2
O=C(O)CCC(=O)NCCCN1CCN(c2nccc(C(F)(F)F)n2)CC1
  -6	.
O=C(c1ccc([N+](=O)[O-])cc1)c1nc2c(n1O)CCCCC2
  -8	7
O=C(c1ccccc1Sc1ccc([N+](=O)[O-])cc1)N1CCCCCC1
  -9	19
COc1ccc(S(=O)(=O)N2CCC(N3CCN(c4ccccc4OC)CC3)CC2)cc1
  -20	4
O=C(Nc1ccccc1NC(=O)c1ccc(Br)o1)c1cccnc1
  -6	-8
